Source: PubChem
UGM FP inh: Mtb UDP-galactopyranose mutase inhibition; inhibition, % at 10 µM; purified UGM, fluorescence polarization probe displacement; actives 0.06% (n = 320,000); in the data active means inhibition above about 10%, passing the limit was not always enough; inconclusive means no clear call, values can overlap the other calls
Target sequence (P9WIQ1 whole entry, looked up): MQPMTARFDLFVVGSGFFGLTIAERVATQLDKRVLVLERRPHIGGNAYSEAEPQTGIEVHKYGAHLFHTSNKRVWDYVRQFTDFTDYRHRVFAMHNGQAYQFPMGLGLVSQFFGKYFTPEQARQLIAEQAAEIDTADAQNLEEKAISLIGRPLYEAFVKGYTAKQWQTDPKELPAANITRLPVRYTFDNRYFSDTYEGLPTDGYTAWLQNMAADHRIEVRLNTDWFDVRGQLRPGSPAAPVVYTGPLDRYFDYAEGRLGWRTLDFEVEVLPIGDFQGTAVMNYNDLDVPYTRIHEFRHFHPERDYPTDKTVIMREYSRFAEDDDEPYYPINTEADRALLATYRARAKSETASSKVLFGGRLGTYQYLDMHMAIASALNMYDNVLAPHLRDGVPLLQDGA
TcdB GH inh: inhibitors of Clostridioides difficile toxin B glycohydrolase. TcdB glycohydrolase enzymatic assay, plate reader. P18177. actives 0.24% (n = 350,000). inhibition, % at 9.99 µM; in the data active means inhibition above about 10%
Mtb BioA inh: inhibitors of Mycobacterium tuberculosis BioA enzyme | inhibition, % at 9.99 µM | AID 602481 | purified M. tuberculosis BioA enzyme, plate reader | actives 0.096% (n = 360,000); in the data active means inhibition above about 40%; inconclusive means no clear call, values can overlap the other calls
PfHsp40 yeast: restores yeast growth despite PfHsp40 toxicity; S. cerevisiae expressing PfHsp40, growth rescue, ATP luminescence; growth rescue, % at 12.5 µM; actives 0.68% (n = 340,000); in the data active means growth rescue above about 28%, passing the limit was not always enough; inconclusive means no clear call, values can overlap the other calls;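 further: yeast W303a lacking pdr1 and pdr3 grown in galactose medium; growth measured after three days at 30 °C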
Mtb FBA inh: Mtb fructose-bisphosphate aldolase inhibition; inhibition, % at 1 µM; AID 588726; actives 2.3% (n = 360,000); purified M. tuberculosis FBA, fluorescence read-out; in the data active means inhibition above about 27%;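 further: 0% = vehicle and 100% = reference inhibitor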
Target sequence (P9WQA3 whole entry, looked up): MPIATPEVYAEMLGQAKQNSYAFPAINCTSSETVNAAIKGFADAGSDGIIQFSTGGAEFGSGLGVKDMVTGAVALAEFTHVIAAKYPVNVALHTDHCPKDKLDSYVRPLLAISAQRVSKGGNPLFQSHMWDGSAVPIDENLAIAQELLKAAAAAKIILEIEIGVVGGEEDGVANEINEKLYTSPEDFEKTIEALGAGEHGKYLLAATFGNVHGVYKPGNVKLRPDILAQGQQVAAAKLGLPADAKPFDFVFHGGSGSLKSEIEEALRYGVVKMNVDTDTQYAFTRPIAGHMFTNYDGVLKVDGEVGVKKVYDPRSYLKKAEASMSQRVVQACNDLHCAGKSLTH
GDH-TPI inh: GDH-TPI coupled enzyme inhibition counter-screen; GDH-TPI coupled enzyme counterscreen, NADH absorbance; inhibition, % at 4.8 µM; actives 1.2% (n = 360,000); in the data active means inhibition above about 30%;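 further: 0% = DMSO wells and 100% = wells lacking the enzyme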
Yp Topo-I inh: blocks Yersinia pestis topoisomerase I activity; actives 0.064% (n = 360,000); activity, % at 10 µM; AID 504884; Y. pestis Topo-I cleavage product accumulation, plate reader; in the data active means activity above about 50%, passing the limit was not always enough; inconclusive means no clear call, values can overlap the other calls; further: inactives centre near 2
Vc quorum ag: induces V. cholerae light production without autoinducers; V. cholerae BH1578 lux reporter, luminescence, 6 h; activation, % at 18.7 µM; actives 0.16% (n = 350,000); in the data active means activation mostly above about 9.7%, no sharp cut-off; inconclusive means no clear call, values can overlap the other calls; inactive means mostly below about 3.7%; further: not every result past the cut was called active; inactives centre near 0; reference of the scale not given here
FadD28 FP inh: inhibitors of Mycobacterium tuberculosis FadD28 bisubstrate binding | FadD28 bisubstrate probe binding, fluorescence polarization | AID 588549 | inhibition, % at 12.5 µM | actives 0.22% (n = 360,000); in the data active means inhibition above about 8.5%, passing the limit was not always enough; inconclusive means no clear call, values can overlap the other calls
Starred values were filed as active, the others as inactive; i = inactive; ? = inconclusive; · = not tested or not shown; & = joins results of further samples.

SMILES	UGM FP inh	TcdB GH inh	Mtb BioA inh	PfHsp40 yeast	Mtb FBA inh	GDH-TPI inh	Yp Topo-I inh	Vc quorum ag	FadD28 FP inh
O=C(c1ccc2c3c(cccc13)CC2)C1CCCN(C(=O)c2ccc(=O)[nH]c2)C1 (centres undefined)	0.5	1.5	·	0.9	17	1	14	i	-0.7
O=C(COC(=O)c1cc2c(s1)CCC2)Nc1ccc(F)cc1	3.6	0.4	·	-0.7	4	8	-10	i	-0.7
Nc1ccc(S(=O)(=O)N2CCOCCOCCOCCOCCOCC2)cc1	-0.5	-1.5	-2.6	-1.3	0	-4	-1	-0.8	0.9
O=C(N/N=C/c1cccc(OCc2ccccc2)c1)c1ccc(Br)o1	0.6	0.4	-4.4	0.4	6	19	-10	-0.2	-1.6
Cc1[nH]n(-c2ccccc2)c(=O)c1C(c1ccccc1[N+](=O)[O-])C(C#N)C#N (centres undefined)	0.7	-9.4	0.6	0.9	0	2	-7	i	-0.4
CN(C)NC(=O)c1ccsc1NC(=O)c1ccc(S(=O)(=O)N(C)C)cc1	1.0	-2.7	-0.8	-1.2	-3	17	1	-0.4	-2.6
CCc1nnc(NC(=O)CSc2nnc(COc3ccccc3)n2Cc2ccccc2)s1	0.2	·	0.6	-0.9	0	-4	1	·	-1.2
CCCCCn1ccc(=O)c2c(C(F)(F)F)nccc21	-0.2	·	-0.4	1.2	1	3	2	-6.7	-3.8
COc1ccc(N=c2sc3ccccc3n2C)cc1	-0.3	·	-1.3	1.9	0	5	18	1.0	2.4
CCOc1ccc(NC(=O)c2cc(C3CC3)nc3c2cnn3C(C)C)cc1OC	1.1	0.6	-1.4	2.3	3	6	11	-0.5	-0.1
COc1ccc(S(=O)(=O)N2CCC(C)CC2)cc1OC	-1.1	0.7	-0.2	-1.3	0	10	-5	3.9	0.5
CCOCCOC(=O)c1[nH]c2c(c1C)C(=O)CC(c1ccccc1)C2 (centres undefined)	-0.8	0.5	0.1	-1.1	-2	-3	-2	i	-0.9
COc1ccc(-c2nnc3c4ccccc4c(C)nn23)cc1	-2.2	·	0.9	-0.3	-2	-5	2	12	-1.1
COc1ccc(OC)c(/C=N/NC(=O)CCc2ccc(O)c(O)c2)c1	4.5	·	·	0.8	43*	5	1	i	-3.6
Cc1ccn(C)c(=N)c1	0.9	0.0	-0.4	1.0	2	6	6	-0.6	-2.4
O=C(Nc1ccc(S(=O)(=O)N2CCc3ccccc32)cc1)c1ccco1	1.1	·	0.4	6.9	1	6	-4	-1.9	-9.4
O=C(/C=C\c1ccc2c(c1)OCO2)NC1(C(=O)Nc2ccc3c(c2)OCCO3)CCCCC1	-1.3	·	-1.0	0.5	9	16	9	-0.3	-1.7
CCC(=O)Nc1cc2c(cc1C(C)=O)OCCO2	-1.1	·	0.8	-0.3	3	7	-1	i	-2.1
Cn1cc(CN2CCN(c3cnccn3)CC2)c(-c2cccc(Cl)c2)n1	-0.5	0.2	·	-0.8	3	6	23	0.2	-3.5
CCCCN(C(=O)COc1ccc(C)cc1OC)c1c(N)n(CCC)c(=O)[nH]c1=O	-0.6	0.8	-1.5	0.0	-2	-7	13	0.8	-0.1
CC1(C)CC(=O)C=C(c2ccc(Oc3ccccc3)cc2)C1	-1.1	0.2	-0.8	2.0	-1	20	?	-6.7	-2.6
Cc1ccccc1NC(=O)CSc1nn2c(=O)c(C)nnc2s1	0.4	-0.6	-1.5	-0.7	1	13	1	i	-0.7
CS(=O)(=O)Nc1ccc(C(=O)Nc2ccc(S(=O)(=O)N3CCCC3)cc2)cc1	-2.0	1.5	1.0	1.3	0	4	8	-0.2	-2.6
O=C1OC(c2ccco2)=N/C1=C\c1ccc(-c2cccc(C(F)(F)F)c2)o1	3.8	0.1	-0.6	1.1	-2	25	-4	i	2.0
COCCNC(=O)C(c1ccccc1)N(C(=O)Cn1nnc2ccccc21)c1cccnc1 (centres undefined)	-1.8	·	-1.8	0.5	-1	-1	-3	-0.3	1.3
Cc1ccc(S(=O)(=O)NCC23C=CC(O2)C2C(=O)N(c4ccccc4)C(=O)C23)cc1 (centres undefined)	-1.3	·	4.1	-0.7	5	-1	-1	0.5	0.3
Cc1ccc(Cn2nnc3c(=O)[nH]c(C4CCN(S(=O)(=O)c5cc(C)ccc5C)CC4)nc32)cc1	-0.1	-1.8	-5.0	1.6	-4	-4	-12	·	-0.4
CCOc1ccc2nc(COC(=O)c3ccco3)c(C(C)=O)[n+]([O-])c2c1	-1.7	·	-0.7	-1.8	6	13	6	0.5	-2.7
CC(C)C(NC(=O)c1ccccc1)C(=O)OCC(=O)N1CCN(c2ccccc2)CC1 (centres undefined)	-1.3	-5.0	0.9	-0.3	1	-9	-7	0.2	-2.3
CCc1cccc(NC(=O)C2CCN(S(=O)(=O)c3cccs3)CC2)c1	0.1	0.1	-0.8	-0.1	2	3	-8	1.9	0.8
O=C(Nc1ccccc1)NC(Cc1ccc(O)cc1)C(=O)O (centres undefined)	-1.7	1.1	·	-0.1	-2	-1	2	i	-0.6
COc1ccc(OC)c(N(CC(=O)Nc2ccccc2)S(C)(=O)=O)c1	-1.5	1.7	0.8	-1.2	-2	-2	4	i	-4.5
CCCS(=O)(=O)N1CCN(c2cc3c(cc2[N+](=O)[O-])n(C)c(=O)n3C)CC1	-1.3	2.6	·	-1.1	-3	-1	-7	-0.6	0.7
COc1ccc(C(CC(=O)O)NC(=O)c2ccccc2)cc1OC (centres undefined)	-0.5	·	-1.3	-0.4	2	4	-1	i	-2.5
COc1cccc(NC(=O)CN2CCN(c3ccccc3F)CC2)c1	1.8	·	-0.3	0.0	0	-3	2	-0.3	-2.3
CCOc1ccccc1N(CC(=O)Nc1cccc2ccccc12)S(C)(=O)=O	2.0	2.8	1.4	-1.8	0	4	13	i	0.2
CC(C)(C)C(=O)NC(=S)N1CCOCC1	-3.5	1.3	·	-1.2	-1	4	-1	i	1.0
Cc1ncc(CC(=O)n2cc(C(=O)c3cc(Cl)ccc3O)cn2)s1	0.5	·	0.2	2.7	5	10	2	0.4	-2.3
Cc1cc(NC(=O)COC(=O)[C@@H](NS(=O)(=O)c2ccc(Br)cc2)C(C)C)no1	3.2	0.4	·	0.1	-1	3	8	-0.3	-3.4
Cn1c(N)c(C(=O)COC(=O)CCCc2nc3ccccc3s2)c(=O)n(C)c1=O	0.8	0.9	·	0.4	0	-4	28	i	-4.8
COc1ccc(-c2csc(N(CCCN(C)C)C(=O)c3cccs3)n2)cc1	-0.4	·	0.1	0.9	-1	-1	-6	i	-6.0
C=CCOC(=O)N1CCN(c2cccc(C(F)(F)F)c2)CC1	2.0	·	·	-0.7	-1	1	17	i	0.7
Cc1ccc(CNCC(=O)Nc2ccc(C)cc2Br)cc1	-1.1	-0.1	·	0.0	-4	-4	7	i	-2.7
CCOC(=O)c1cc2sccc2n1CC(=O)Nc1ccc(OC)cc1OC	0.9	0.3	5.2	0.0	-2	5	13	-1.6	-2.6
CCOc1ccccc1NC(=O)CSc1ccccc1	1.8	·	5.0	-0.6	2	1	12	1.2	-2.8
COC1=NC2=NCCN2C(OC)=N1	·	0.3	-0.6	-1.1	0	2	-3	-5.6	-0.8
COc1ccc(C)cc1NC(=O)CN1CCN(S(=O)(=O)c2ccc3ccccc3c2)CC1	0.5	8.3	4.9	0.9	-1	-2	7	i	-5.6
CN(C)CC/C=C1\c2ccccc2CSc2ccccc21	2.4	1.5	-0.3	-0.9	2	19	-12	i	-1.9
O=C(CCN1CCN(c2ccccn2)CC1)Nc1ccc(F)cc1	3.9	·	6.0	0.5	-2	5	-9	i	-0.5
O=[N+]([O-])c1ccc(Cl)c(/C=N/n2c(COc3ccccc3)n[nH]c2=S)c1	2.5	1.2	-2.0	-0.8	2	7	-3	-0.4	-1.3

Other entries follow.
SMILES	UGM FP inh	TcdB GH inh	Mtb BioA inh	PfHsp40 yeast	Mtb FBA inh	GDH-TPI inh	Yp Topo-I inh	Vc quorum ag	FadD28 FP inh
CN(C)S(=O)(=O)c1ccc(NC(=O)CN2C(=O)NC3(CCCC3)C2=O)cc1	1.6	1.1	-2.3	0.0	-3	0	-8	-0.2	1.0
CN(C)CCCNc1nc2cc(-c3ccccc3CO)sc2c(=O)n1C	·	-0.4	1.1	·	-1	-1	4	-0.1	-2.2
CC(C)(O)C#Cc1ncc(C(F)(F)F)cc1Cl	3.0	-0.6	·	-2.0	0	2	-11	-0.7	-2.9
Cc1cc(Cl)c(S(=O)(=O)Nc2ccc3c(c2)OCCO3)cc1OCC(=O)NC1CCCCC1	1.0	·	-2.2	3.2	1	-11	3	i	-4.7
CCc1ccc(OCC(=O)Nc2ccc3[nH]ncc3c2)cc1	2.0	-0.1	-0.8	-2.8	1	2	10	-1.7	-0.6
O=S(=O)(NNC(=S)NCC1CCCO1)c1cc(Cl)ccc1Cl (centres undefined)	4.4	-1.6	-0.9	-1.9	0	1	0	-0.1	-3.3
CCn1ncc([N+](=O)[O-])c1C(=O)Nc1c(C)nn(Cc2ccc(F)cc2)c1C	0.1	0.3	-3.5	0.4	4	0	-4	-0.3	-2.0
CC(=O)CCc1oc2ccccc2c1-c1ccccc1	-0.5	0.7	2.0	12	-2	1	7	i	-6.6
Cc1ccc(OC(=O)N(C)C[C@H]2OCc3cnnn3CCCC(=O)N([C@@H](C)CO)C[C@H]2C)cc1	·	1.6&-0.3&0.6	-0.1&-2.5&-1.3	·	1	8	7	-2.1	-0.4
Cc1oc(-c2ccccc2Cl)nc1CSCC(=O)NC1CC1	-0.3	·	0.2	0.1	1	8	13	-0.3	-1.3
O=C(CCN1C(=O)C2C3CCC(C3)C2C1=O)OCC(=O)c1ccc(Cl)cc1 (centres undefined)	-0.4	2.3	-0.3	-0.9	1	0	15	-0.1	·
COc1ccc(CCN(C)CCC(=O)Nc2cc(C)ccc2C)cc1OC	5.6	·	4.4	-0.1	-3	6	1	0.0	-1.8
C[C@H](O)[C@@H](C(=O)N1CCN(C(=O)OC(C)(C)C)CC1)n1cc(CCCCNC(=O)OC(C)(C)C)nn1	2.4	1.5	-1.6	-0.6	-2	12	7	-0.1	-3.1
CN(C(=O)COC(=O)c1cc(=O)[nH]c2ccccc12)c1ccccc1	3.3	0.5	-0.2	0.6	11	16	19	3.4	-2.7
O=C(c1cc(-c2cccc(O)c2)on1)N1CCN(C(c2ccccc2)c2ccccc2)CC1	1.8	1.1	0.2	0.5	3	19	29	-0.2	-1.1
COc1ccc(CCNC(=O)CSc2nnc(CNc3ccc(Cl)cc3)o2)cc1OC	1.1	·	0.2	0.8	-1	-15	12	i	-5.1
COc1ccc(C2(C)NC(=O)N(CC(=O)N(c3ccccc3)C3CCS(=O)(=O)C3)C2=O)cc1 (centres undefined)	-0.8	5.5	·	-0.7	9	5	7	i	-2.1
C[C@H](NC(=O)c1ccco1)C(=O)N1CCN(c2ccc(C(F)(F)F)cn2)CC1	0.1	-0.1	-2.9	-0.7	8	3	-5	i	-0.2

Gathered by group: the entries above with bromine (3)
SMILES	UGM FP inh	TcdB GH inh	Mtb BioA inh	PfHsp40 yeast	Mtb FBA inh	GDH-TPI inh	Yp Topo-I inh	Vc quorum ag	FadD28 FP inh
O=C(N/N=C/c1cccc(OCc2ccccc2)c1)c1ccc(Br)o1	0.6	0.4	-4.4	0.4	6	19	-10	-0.2	-1.6
Cc1cc(NC(=O)COC(=O)[C@@H](NS(=O)(=O)c2ccc(Br)cc2)C(C)C)no1	3.2	0.4	·	0.1	-1	3	8	-0.3	-3.4
Cc1ccc(CNCC(=O)Nc2ccc(C)cc2Br)cc1	-1.1	-0.1	·	0.0	-4	-4	7	i	-2.7

Two of the compounds above, with two lines to a compound.
Sequence of screens – UGM FP inh | TcdB GH inh | Mtb BioA inh | PfHsp40 yeast | Mtb FBA inh | GDH-TPI inh | Yp Topo-I inh | Vc quorum ag | FadD28 FP inh
> CCOCCOC(=O)c1[nH]c2c(c1C)C(=O)CC(c1ccccc1)C2 (centres undefined)
 : -0.8 | 0.5 | 0.1 | -1.1 | -2 | -3 | -2 | i | -0.9
> COc1ccc(-c2nnc3c4ccccc4c(C)nn23)cc1
 : -2.2 | · | 0.9 | -0.3 | -2 | -5 | 2 | 12 | -1.1

Rows are unselected; overall some 4.6% were active at least once.
